tim10-1 inh: inhibits growth of tim10-1 mutant yeast | inhibition, % at 20 µM | AID 463190 | 330,000 compounds, 2.2% hits | S. cerevisiae tim10-1 ts strain growth, BacTiter-Glo, 24 h;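 active = inhibition of at least 40%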;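 also: mutant grown at 25 °C; 0% = DMSO wells with yeast and 100% = wells holding no yeast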
mIAP activ: mouse IAP activation; muIAP, CDP-Star luminescence, 30 min; hits give high values; 1 = vehicle-only enzyme signal, 0 = enzyme-free wells; activation factor at 10 µM; 330,000 compounds, 0.24% hits; AID 2805;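 active = activation factor of at least 2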; also: the source names both 10 and 20 µM as test concentration; values of inactives mirror those of a sister screen read the other way
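Assay system: mouse IAP enzyme; reagent: chemiluminescent substrate CDP-Star; dosing: test compounds delivered from DMSO solution; schedule: 30 min at room temperature; measured by: luminescence from enzymatic CDP-Star hydrolysis; controls: DMSO-only wells and no-enzyme negative control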
ATG4B inhibitor: inhibitors of human ATG4B cysteine protease; 340,000 compounds, 0.51% hits; AID 504462; Q9Y4P1; inhibition, % at 8.33 µM; ATG4B cleavage of LC3-PLA2, NBD-HPC fluorescence, 1 h; in the data active = inhibition above about 40%
Target sequence (Q9Y4P1 whole entry, looked up): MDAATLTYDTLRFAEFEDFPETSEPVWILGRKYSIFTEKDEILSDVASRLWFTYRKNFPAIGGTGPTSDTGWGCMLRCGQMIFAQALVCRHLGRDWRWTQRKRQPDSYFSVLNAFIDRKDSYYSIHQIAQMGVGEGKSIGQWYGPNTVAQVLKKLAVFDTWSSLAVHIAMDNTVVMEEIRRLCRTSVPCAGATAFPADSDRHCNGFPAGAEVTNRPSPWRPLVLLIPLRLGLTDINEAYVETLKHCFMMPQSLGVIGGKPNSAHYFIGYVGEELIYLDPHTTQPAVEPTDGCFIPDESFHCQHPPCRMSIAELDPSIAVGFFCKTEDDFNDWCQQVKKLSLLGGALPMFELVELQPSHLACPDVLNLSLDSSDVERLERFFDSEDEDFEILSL
mIAP block: blocks mouse intestinal alkaline phosphatase; 330,000 compounds, 0.2% hits; AID 2806; inhibition, % at 10 µM; purified mouse IAP, CDP-Star luminescence, 30 min;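 active = inhibition of at least 40% at 10 µM in the primary screen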;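 also: plate controls were DMSO with enzyme for no effect and no enzyme wells for full effect; values of inactives mirror those of a sister screen read the other way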
TIM10 inh: growth inhibitors of TIM10 yeast strain; S. cerevisiae TIM10 strain growth, BacTiter-Glo luminescence, 24 h; inhibition, % at 10 µM; 330,000 compounds, 1.4% hits; AID 463195;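 active = inhibition of 40% or more at the single tested concentration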;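 also: wild-type TIM10 isogenic control strain grown at permissive 25 °C; 0% = DMSO yeast wells and 100% = minimal medium wells without yeast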
NALP3 yeast inh: blocks the NALP3 inflammasome reconstituted in yeast. Yeast reconstituted NLRP3/ASC/caspase-1, beta-gal luminescence, 24 h. inhibition, % at 10 µM. 330,000 compounds, 0.39% hits. AID 2825;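 active = inhibition of 50% or more; inactive = inhibition below 50%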;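 also: plate controls were induced DMSO wells for no effect and uninduced yeast grown without galactose for full effect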
hIAP activ: human IAP activation. P09923. purified human IAP, CDP-Star luminescence, 30 min; hits give high values; 1 = vehicle-only enzyme, 0 = enzyme-free background. activation factor at 10 µM. 330,000 compounds, 0.16% hits. AID 2524;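 active = activation factor of the enzyme at least 2-fold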; also: the source names both 10 and 20 µM as test concentration; values of inactives mirror those of a sister screen read the other way
Target sequence (P09923 whole entry, looked up): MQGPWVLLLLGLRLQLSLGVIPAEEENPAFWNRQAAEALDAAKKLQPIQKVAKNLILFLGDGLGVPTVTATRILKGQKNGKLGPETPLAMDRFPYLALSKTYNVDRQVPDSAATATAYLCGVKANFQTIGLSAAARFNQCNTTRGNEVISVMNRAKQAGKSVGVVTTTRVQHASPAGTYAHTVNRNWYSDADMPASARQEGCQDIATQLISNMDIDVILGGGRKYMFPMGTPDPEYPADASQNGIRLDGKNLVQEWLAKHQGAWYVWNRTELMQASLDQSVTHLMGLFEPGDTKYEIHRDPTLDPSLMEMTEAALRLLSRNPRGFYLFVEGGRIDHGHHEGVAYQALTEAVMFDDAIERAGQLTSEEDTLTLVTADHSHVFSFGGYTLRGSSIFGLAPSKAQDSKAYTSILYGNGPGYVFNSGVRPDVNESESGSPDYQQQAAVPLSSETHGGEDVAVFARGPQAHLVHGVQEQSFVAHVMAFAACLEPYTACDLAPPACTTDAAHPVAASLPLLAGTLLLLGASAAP
Apaf-1 inh: human Apaf-1 inhibition | 330,000 compounds, 0.71% hits | O14727 | reconstituted apoptosome caspase-3 activity, DEVD-Rh110 fluorescence | inhibition, % at 20 µM; active = inhibition of at least 40% at 20 µM;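 also: plate controls were DMSO wells for no effect and DEVD-CHO caspase inhibitor wells for full effect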
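Material: reconstituted apoptosome with Apaf-1, cytochrome c, caspase-9, procaspase-3, dATP / Buffer or medium: pH 7.5 Hepes buffer with CHAPS, BSA, DTT / Also added: cytochrome c with DEVD-Rh110 / Schedule: compound with Apaf-1, dATP, procaspase-3 30 min, then 50 min reaction, room temperature / Technique: rhodamine 110 fluorescence at Ex 480/Em 540 nm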
hIAP inh: blocks human intestinal alkaline phosphatase | P09923 | purified IAP, CDP-Star luminescence, 30 min | inhibition, % at 10 µM | 330,000 compounds, 0.12% hits | AID 2544;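 active = inhibition reaching a set limit with compound at 10 µM in the primary screen, cut at about 35% in these data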;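 also: plate controls were DMSO wells with enzyme for no effect and no-enzyme buffer wells for full effect; values of inactives mirror those of a sister screen read the other way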
Starred values were filed as active, the others as inactive; x = no result given.

SMILES	tim10-1 inh	mIAP activ	ATG4B inhibitor	mIAP block	TIM10 inh	NALP3 yeast inh	hIAP activ	Apaf-1 inh	hIAP inh
N#CC1=C(Nc2ccccc2)SC=C(c2ccc(F)cc2)N=C1N1CCOCC1	-3	0.91	x	9	-11	17	1.1	-2	-11
Cc1cccc(C)c1-n1c(C)cc(/C=C2\NC(=O)NC2=O)c1C	34	0.95	4	5	26	21	0.98	5	2
CCN(C(=O)COC(=O)c1c(C)nn(-c2ccccc2)c1C)C1CCS(=O)(=O)C1 (centres undefined)	9	0.92	-8	8	9	26	1	0	-4
COC(=O)C1C2CCC(C2)C1C(=O)OCC(=O)c1ccc(C)cc1 (centres undefined)	10	0.91	4	9	8	8	0.84	-4	16
O=C(NCCc1cccnc1)C1CCC(=O)N(Cc2cccc(C(F)(F)F)c2)C1 (centres undefined)	9	1.1	31	-8	-8	26	0.75	12	25
O=C(CCc1nnc(Cc2ccc3c(c2)OCO3)o1)NC(c1ccccn1)C(F)(F)F (centres undefined)	16	0.95	4	5	0	7	1	0	-3
C=CCn1c(SCC(=O)/C(C#N)=C(\C)N)nnc1C1CCCCC1	-14	0.98	2	2	-5	16	1.2	-7	-21
COc1ccc(CN2CCN(C(=O)c3ccc(F)cc3)CC2)c(OC)c1	8	1	1	0	-1	17	1.1	9	-8
N#Cc1nc(COc2ccc(Br)cc2)oc1NCCCn1ccnc1	30	1.1	-12	-6	-4	-2	1.1	24	-6
COc1cccc(CN(C)CC(=O)NCc2ccc(C)cc2)c1	19	1.1	1	-7	-10	12	1	6	-3
Cc1cccc(NC(=O)CCn2ccnc2C)c1	-10	1.4	3	-35	-3	10	1.3	15	-32
CCc1ccc(NC(=O)CC2NCCNC2=O)cc1 (centres undefined)	6	1.1	-2	-10	8	12	0.91	-14	9
Cc1cccc(NS(=O)(=O)c2cccc3cccnc23)n1	-11	1	-7	0	9	-2	0.99	8	1
Cc1cccc(C)c1NC(=S)N(CCN(C)C)Cc1cccs1	13	1.1	-4	-5	-15	-2	1.1	2	-5
O=C(Nc1ccc2c(c1)OCO2)Oc1ccccc1	12	0.96	0	4	-14	42	0.98	0	2
CC(=O)c1ccc(S(=O)(=O)N2CCC3(CC2)CC(=O)c2ccccc2O3)cc1	25	0.95	3	5	20	14	0.91	7	9
CC[C@@]1(C(=O)OC)N[C@H](CN(C)S(=O)(=O)c2ccc(-c3ccccc3)cc2)[C@@H]2C(=O)N(C)C(=O)[C@@H]21	13	1.3	-6	-26	10	7	1	17	-1
Cc1[nH]c(=O)[nH]c(=O)c1S(=O)(=O)N1CCCC(C(=O)NCCc2ccc(Cl)cc2)C1 (centres undefined)	3	1	-1	-4	-7	12	1.1	-2	-12
CN/C(=C/[N+](=O)[O-])NCCSCc1ccc(CN(C)C)o1	-22	0.98	2	2	-19	10	0.84	24	16
Nc1ccc2c(c1)sc1ccccc12	31	0.99	-5	1	-2	18	1	9	-4
CCCCC[C@H](O)/C=C/[C@@H]1[C@@H](C/C=C\CCCC(=O)OC)[C@@H](O)C[C@H]1O	-2	0.91	0	9	6	2	0.78	0	22
CC(C)Cc1nnc(NC(=O)Cc2ccccc2[N+](=O)[O-])s1	15	0.99	-2	1	-8	-1	1.1	3	-8
CCSCCOC(=O)C1=C(C)NC(=O)NC1c1cccc(OC)c1OC (centres undefined)	23	1	-10	-1	11	4	1.2	-15	-18
N#Cc1cccc(CN2CCCN(Cc3ccc(F)cc3)S2(=O)=O)c1	20	0.87	-1	13	3	13	1	12	0
O=C(CSc1nnc(CNc2ccc(F)cc2)n1Cc1ccccc1)NCc1ccco1	17	1	-11	-3	10	8	1	14	-3
SMILES	tim10-1 inh	mIAP activ	ATG4B inhibitor	mIAP block	TIM10 inh	NALP3 yeast inh	hIAP activ	Apaf-1 inh	hIAP inh
O=C(CCCN1C(=O)/C(=C\c2cccs2)SC1=S)Nc1ccc(O)cc1	13	0.92	3	8	5	1	0.98	20	2
CCCCCCn1c(N(CC)CC)nc2c1c(=O)[nH]c(=O)n2C	-13	1.1	0	-5	0	14	1.1	4	-9
O=C(Cn1cncn1)c1ccccc1	-7	0.96	6	4	1	10	0.98	-9	2
Cc1ccc2c(c1)OC(=O)CC2c1ccccc1 (centres undefined)	28	0.92	5	8	3	13	0.98	6	2
Cc1c(NC(=O)C(C)OC(=O)/C=C/c2ccc3c(c2)OCO3)c(=O)n(-c2ccccc2)n1C (centres undefined)	-6	0.98	0	2	1	24	0.94	-10	6
C=CC[C@@H](CC(=O)OC(C)(C)C)C(=O)OC[C@H]1CCCN1C(=O)[C@@H](CC=C)CC(=O)N(CCO)Cc1ccccc1	4	1.1	-6	-10	6	3	0.94	36	6
O=C1CCC(c2ccccc2)(c2ccccc2)CC1	26	0.91	-10	9	3	0	1.4	14	-38
CCc1ccc(NC(=O)C(=O)NCCOc2ccccc2Cl)cc1	22	0.98	0	2	-9	12	0.94	-1	6
O=C(CN1C(=O)C2CC=CCC2C1=O)NCc1ccc2c(c1)OCO2 (centres undefined)	-1	1	1	-1	3	22	0.94	-17	6
COc1cccc(Nc2nnc(SCC(=O)Nc3sccc3C(N)=O)s2)c1	-6	0.87	-16	13	-16	7	1	-26	-2
CC(OC(=O)c1ccc(NS(=O)(=O)c2ccc3[nH]c(=O)[nH]c3c2)cc1)C(=O)Nc1ccc(Cl)cc1 (centres undefined)	1	0.92	-3	8	5	-8	0.99	-4	1
CCn1c(=NC(=O)CS(=O)(=O)c2ccc(F)cc2)sc2cccc(OC)c21	27	1.1	-7	-5	9	23	1.1	21	-10
Cn1cc(C(=O)C(=O)NC2CCCCC2)c2ccccc21	16	1	-9	0	16	32	1.3	1	-32
Cc1ccnc(NS(=O)(=O)c2ccc(NC(=O)C3C4C=CC(C4)C3C(=O)O)cc2)n1 (centres undefined)	-15	1	1	0	-5	10	0.94	6	6
COc1ccc(CCNC(=O)CCC(=O)n2ncc3ccc(Cl)cc32)cc1OC	8	0.84	-18	16	-4	-6	1.1	-11	-6
O=C(NNC(=O)c1cccs1)Nc1cccc(Cl)c1	9	1	8	-4	-3	10	1.2	8	-16
CCC/C(=N\NC(=O)CCC(=O)NCc1ccccc1)c1ccccc1	14	0.94	-17	6	-6	-7	0.95	16	5
Cc1ccc(NC(=O)C2CCC(CNC(=O)[C@@H]3Cc4ccccc4CN3)CC2)c(C)c1 (some centres undefined)	9	1.1	9	-7	6	10	1.3	8	-27
CCc1cc(C(=O)N2CCCC(C(=O)c3ccc(Oc4ccccc4)cc3)C2)n(C)n1 (centres undefined)	37	0.9	-3	10	8	12	1.3	15	-28
O=C(c1ccc(O)cc1)c1ccc(Cl)cc1	40	1.1	-4	-13	-4	4	1	12	-3
CC1(C)CC(=O)C(C2NCCc3ccccc32)=C(O)C1 (centres undefined)	-1	0.96	0	4	6	-3	0.92	-6	8
COc1cc(NC(=S)NCC2CCCO2)c(OC)cc1Cl (centres undefined)	27	0.95	-16	5	11	10	1.1	5	-5
c1ccc(NC2=NCCN2CC2CCC2)cc1	-8	1.1	-15	-8	-7	-7	0.97	-4	3
Cc1ccc(OCC(=O)NNC(=O)c2cc(C)[nH]n2)cc1	5	0.85	-5	15	3	11	0.9	5	10
CCN1CCN(C(=O)c2ccc(C(F)(F)F)cc2)CC1	-3	1.1	0	-9	-4	11	0.96	0	4

The closing 2 entries of the section before are carried over, then new ones follow.
SMILES	tim10-1 inh	mIAP activ	ATG4B inhibitor	mIAP block	TIM10 inh	NALP3 yeast inh	hIAP activ	Apaf-1 inh	hIAP inh
Cc1ccc(OCC(=O)NNC(=O)c2cc(C)[nH]n2)cc1	5	0.85	-5	15	3	11	0.9	5	10
CCN1CCN(C(=O)c2ccc(C(F)(F)F)cc2)CC1	-3	1.1	0	-9	-4	11	0.96	0	4
COC(CNS(=O)(=O)c1cc2c3c(c1)CCN3C(=O)CC2)OC	9	0.96	1	4	-3	13	0.97	-2	3
COc1cccc2c(=O)c3cccc(N)c3[nH]c12	7	0.63	2	37	34	49	1.2	70*	-17
CCc1ccc(S(=O)(=O)NCc2cccnc2)cc1	0	1.1	-8	-10	1	7	1.2	6	-24
COc1ccc(S(=O)(=O)NCC(=O)N(CC(=O)NCC2CCCO2)c2c(C)cccc2C)cc1 (centres undefined)	1	1	-11	0	3	9	0.93	2	7
COc1ccccc1CNC(=O)C1CCN(S(=O)(=O)c2cccc3nonc23)CC1	-4	0.95	-4	5	10	10	0.95	6	5
CC[C@]12c3[nH]c4cc(-c5ccco5)ccc4c3CCN1C(=O)[C@@H](CC(=O)NCCC1=CCCCC1)C[C@@H]2C(=O)N1CCN(C(=O)c2ccco2)CC1	25	0.98	-1	2	13	x	x	20	x
COC(=O)c1cc(CNC(=O)c2cccc(Cl)c2)ccc1OC	6	0.96	11	4	7	11	0.96	-1	4
CCOc1ccc(NC(=O)CN(C)CC(=O)Nc2ccc(Br)cc2F)cc1OCC	16	1.1	-3	-7	-12	11	1.2	-5	-19
O=S(=O)(NCC1(N2CCOCC2)CCCCC1)c1ccc(F)c(F)c1F	1	1.1	-6	-5	-1	19	1.2	4	-16
Cc1ccc(CCNC(=O)C2CCN(S(=O)(=O)c3cccc4cccnc34)CC2)cc1	20	0.89	-13	11	8	22	1.2	-11	-21
COc1ccc(OC)c(NC(=O)C(=O)c2cn(CC(=O)N3CCCC3)c3ccccc23)c1	1	0.98	-7	2	11	-2	1.1	14	-13
COC(=O)c1ccc(NC(=O)C2CCCCC2C(=O)O)cc1 (centres undefined)	7	0.89	10	11	2	7	0.9	0	10
O=C1CC(NCc2ccc3c(c2)OCO3)C(=O)N1Cc1ccc2c(c1)OCO2 (centres undefined)	4	0.99	-11	1	-1	11	0.96	12	4
Cc1ccc(CN2CCN(c3ccccc3Cl)CC2)o1	-3	0.95	11	5	8	5	1	-7	-2
CCOc1ccc(N2C(=O)CC(N3CCN(c4ccc([N+](=O)[O-])cc4)CC3)C2=O)cc1 (centres undefined)	7	0.98	-4	2	-3	8	1	6	-1
O=C(Nc1ccc(N2CCOCC2)c(S(=O)(=O)Nc2ccc(Cl)cc2)c1)c1ccc(=O)[nH]n1	-2	0.94	-21	6	12	10	1	11	-2
Cc1nc(SCC(=O)N2CCCCC2)c2c(C)c(C)sc2n1	-8	0.98	33	2	-24	16	0.96	6	4
COc1ccc(-c2c(C)c3ccc(O)cc3oc2=O)cc1OC	9	0.93	-6	7	21	16	1.1	13	-12
O=C(CSc1ccc(Cl)cc1)Nc1ccc(C2SCCS2)cc1	12	0.88	-3	12	18	12	1	12	-4
Cc1[nH]c2ccc3c(ncn3CCC#N)c2c1C	12	1.1	-2	-14	-13	15	1	2	0
CCOC(=O)N1CCc2c(sc(NC(=O)c3ccc(S(=O)(=O)N4CCCC4)cc3)c2C#N)C1	-1	0.98	-8	2	0	-3	0.96	18	4
c1ccc(OCCCn2nnc(-c3ccc(N4CCOCC4)cc3)n2)cc1	4	1.2	-3	-17	1	3	1.2	5	-16

Part of the list above, showing only Apaf-1 inh.
Molecule	Apaf-1 inh
COC(=O)c1cc(CNC(=O)c2cccc(Cl)c2)ccc1OC	-1
CCOc1ccc(NC(=O)CN(C)CC(=O)Nc2ccc(Br)cc2F)cc1OCC	-5
O=S(=O)(NCC1(N2CCOCC2)CCCCC1)c1ccc(F)c(F)c1F	4
